Lipid storage S3 – qHTS Assay for Lipid Storage Modulators in Drosophila S3 Cells | Drosophila S3 cells, BODIPY lipid droplet fluorescence, 18-24 h; cells fed with added oleic acid | actives 0.64% (n = 320,000) | lipid storage change, negative = inhibition, % at the top dose, mostly 46.1 µM; hits show Potency in µM; active means well fitted inhibition curve with a large enough effect in the signal ratio, with a control signal flat, not every such curve was filed as active; inconclusive means small, poorly fitted or top-dose-only effect, or effect the other way, or a change in a side signal; the % refers to the signal ratio
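Drosophila S3 cells loaded with oleic acid (400 uM, as added) and compounds at several concentrations; lipid droplets imaged by 488-nm laser-scanning cytometry, 500–530 nm intensity and object ratio to cell channel. Percent activity normalized to 20 uM Triacsin C.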
Lipid storage S3 cell count max – also measured in Lipid storage S3; calls as there; cell number change, %; measured here: cell count max response;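 cells counted by Cell Tracker Red CMTPX staining in the red channel; peak over a dose series mostly up to 46.1 µM; percent activity relative to internal control wells on each plate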
* hit, by the source's call; i = inactive; u = inconclusive; x = not tested or not shown; & = joins results of further samples; [ ] = dose if it differs, or a comment. On the % scale 0 is the no-effect control and ±100 the full control effect; potency means the concentration at half of the fitted maximal effect.

SMILES | Lipid storage S3 | Lipid storage S3 cell count max
Cc1cccc(NC(=O)CCN2CCOCC2)c1 | u | x
COc1ccc(S(=O)(=O)/N=C2\C=C(Nc3ccc(O)cc3)C(=O)c3ccccc32)cc1 | u | x
Cc1ccc(N(CCC#N)C(=O)COC(=O)C2=COCCO2)cc1 | -2% | 1
CC(=O)Nc1ccc(C(=O)NNC(=O)CCc2ccccc2)cc1 | u | x
CC(C)NS(=O)(=O)c1ccc(CCC(=O)N2CCCCC2)cc1 | u | x
CCOc1nc(S(=O)(=O)c2ccc(C)cc2)c(Cl)s1 | u | x
[O-][n+]1onc2c1CCc1c-2nn(-c2ccccc2Cl)[n+]1[O-] | u | x
CC1(C)CC(=O)C(C=NCCN2CCN(CC(=O)Nc3ccccc3)CC2)=C(O)C1 | -3% | -1
COC(=O)c1c(NC(=O)C2(C)Cc3ccccc3C(=O)O2)sc2c1CCCC2 (configuration not stated) | u | x
CC(=O)N1CCCc2cc(S(=O)(=O)NC(C(=O)NCc3ccc(C)cc3)C(C)C)ccc21 (configuration not stated) | i | 14
CCOC(=O)c1cc2c(=O)n3ccccc3nc2n(C(C)C)c1=NC(=O)c1ccco1 | i | x
CCN(CC)CCNC(=O)Cn1nc(-c2ccccc2)c2ccccc2c1=O | u | x
O=C(O)c1cccc(Nc2nc(-c3ccccc3)nc3ccccc23)c1 | 4% | 9
Cc1nc2c(C#N)c[nH]n2c(=O)c1CCO | u | x
O=C(NNc1ccc([N+](=O)[O-])cc1)c1ccco1 | 21% | 0
O=C(CNS(=O)(=O)c1ccc(F)cc1)Nc1ccc(C(F)(F)F)cc1 | u | x
COc1cccc(C2N(c3cccc(Cl)c3)C(=O)C3CCCN32)c1 (configuration not stated) | u | x
CC(=O)N1CCN(c2ccc(NCc3cccs3)cc2)CC1 | i | -11
CC1CCC(NCc2ccco2)CC1 (configuration not stated) | -17% | -7
Cn1c(=O)c2c(nc(CN3CCC(Cc4ccccc4)CC3)n2CCN2CCOCC2)n(C)c1=O | i | 6
O=C(O)CCCCCNS(=O)(=O)c1ccc(Cl)cc1 | -10% | -14
CCOC(=O)c1ccc(NC(=O)CCS(=O)(=O)c2cccc3nonc23)cc1 | u | x
COc1ccc(OC)c(NC(=O)Nc2nnc(N3CCCCC3C)s2)c1 (configuration not stated) | -5% | -14
Cc1cc(=O)oc(C)c1C(=O)NC1CCCCCCC1 | i | x
Cc1ccc2oc(=O)c3cnn(CC(=O)N4CCN(c5ccccc5)CC4)c3c2c1 | u | x

More records follow:
SMILES | Lipid storage S3 | Lipid storage S3 cell count max
CC(=O)c1sc(NC(=O)c2cccnc2Cl)nc1C | 12% | 18
CCN1CCC(C(N)=O)CC1 | -6% | -5
O=C(CNC(=O)N1CC(=O)Nc2ccccc21)NCc1ccc(Cl)cc1 | i | 15
Cc1cc(=O)n2nc(N3CCCC(C(=O)NCc4ccccc4)C3)sc2n1 (configuration not stated) | 15% | -5
Cc1ccc(CNc2nc(N)c([N+](=O)[O-])c(Nc3ccc(F)cc3)n2)cc1 | 7% | -8
Oc1ccccc1N=Cc1c(O)ccc2oc3c(c12)CCCC3 | -9% | 2
CC1=C(C(N)=O)C(c2ccco2)C(C(N)=O)=C(C)N1 | 10% | -3
COc1ccc(OC)c(CCNC(=O)Cn2cccc2C(=O)c2ccccc2)c1 | i | x
CCC(=O)N1CCN(c2ccccc2NC(=O)COc2ccc(C(C)C)cc2)CC1 | -30% | 5
CC(=O)N1CCCc2cc(S(=O)(=O)N3CCCC(C(=O)NCc4ccccc4)C3)ccc21 (configuration not stated) | u | x
O=C(N/N=C\C=C\c1ccc([N+](=O)[O-])o1)c1cccs1 | u | x
O=C(Nc1ccccc1Oc1ccsc1C(=O)O)c1ccccc1 | -5% | 4
CC(=O)NC(Cc1c[nH]c2ccccc12)C(=O)OCC(=O)Nc1cc(C)on1 (configuration not stated) | u | x
O=c1c(C=NCCCO)c(-c2ccccc2)[nH]n1-c1nc2ccccc2s1 | -4% | 1
Cc1ccc(CCC2C3=C(CCCC3=O)OC3=C2C(=O)CCC3)cc1 | u | x
CCc1ccc(OCCCC(=O)Nc2ccc(N3CCOCC3)cc2)cc1 | 5% | 19
CC(C)CN(C(=O)COC(=O)Cn1cnc2ccccc2c1=O)C1CCS(=O)(=O)C1 (configuration not stated) | 16% | 0
Clc1ccc(Cl)c(-c2ccc(/C=N/c3ncn[nH]3)o2)c1 | u | x
COc1ccc(/C=N\NC(=O)c2cccc([N+](=O)[O-])c2)cc1Cn1cc([N+](=O)[O-])cn1 | 11% | 10
CC1=C(C)C(=O)C(CCCCC#CCCCC#CCO)=C(C)C1=O | u | x
Cc1cc(N2C(=O)C3CC=CCC3C2=O)no1 (configuration not stated) | 1% | 6
Cc1cc2cc(CN(CCCO)S(=O)(=O)c3cccc4nsnc34)c(=O)[nH]c2cc1C | u | x
CCCN(Cc1ccc(C)cc1)C(=O)c1ccc(CNS(=O)(=O)c2ccc(C(C)=O)cc2)cc1 | u | x
O=C(NCc1cccnc1)c1cccc2c1C(=O)N(C1CCCCC1)C2 | -2% | 2
Cc1ccc2oc(/N=C(\N)NC(=O)C(C)(C)C)nc2c1 | -6% | -14

(more compounds)
SMILES | Lipid storage S3 | Lipid storage S3 cell count max
COc1cccc(C=Nc2ccc(N3CCOCC3)cc2)c1O | i | -4
COCCNC(=O)c1cc2cc(Cl)cc(Cl)c2oc1=O | 11% | 17
CS(=O)(=O)/C(C#N)=C\c1cnc(S(=O)(=O)c2ccccc2)s1 | u | x
COc1cccc2oc3ccc(C#Cc4ccccn4)cc3c(=O)c12 | 0.73µM* | -5.1*
O=C(CN(Cc1ccco1)C(=O)CNS(=O)(=O)c1ccccc1)NCc1ccccc1 | i | x
Cc1c(NC(=S)NC(=O)c2cccc3ccccc23)cccc1C(=O)O | i | x
Cc1ccc(-n2nc3c(=O)n(CCCC(=O)NCc4cccc(Cl)c4)nc(C)c3c2C)cc1 | u | x
COc1ccccc1-n1c(SCC(=O)NC(C)(C)C)nc(O)cc1=O | 12% | 0
CC(C)c1ccc(N(CC(=O)NC2CCCC2)C(=O)CCC(=O)Nc2nccs2)cc1 | u | x
CCOC(=O)N1CCN(S(=O)(=O)c2cc(Br)cc3c2N(C(C)=O)C(C)C3)CC1 (configuration not stated) | i | x
CCOC(=O)c1nnc2cc(-c3ccccc3)nn2c1C | u | x
CCCCCOC(=O)C1=C(C)NC(=O)NC1c1ccccc1OCC (configuration not stated) | u | x
O=C(COC(=O)C1CC2CCCC(C1)C2=O)Nc1nc(-c2ccc(F)c(F)c2)cs1 (configuration not stated) | i[0.0737 µM] | -6
FC(F)(F)c1ccc(-c2n[nH]c(=S)o2)nc1 | 1% | 14
Cc1oc(-c2ccccc2F)nc1CS(=O)(=O)CC(=O)NC1CCCC(C)C1C (configuration not stated) | i | x
COc1ccc(-c2cc3nc(-c4ccccc4)cc(N4CCC5(CC4)OCCO5)n3n2)cc1 | u | x
CCOC(=O)C1CCN(C(=O)CSc2ccccc2)CC1 | u | x
CSc1ccc(C(=O)N2CCc3ccc(NC(=O)c4ccccn4)cc3C2)cc1 | u | x
COc1ccc(CC(=O)OCC(=O)NC(=O)Nc2ccccc2F)cc1 | 24% | 4
CCc1c(C(C)S(=O)(=O)c2ccccc2)[nH]c(=O)n1CC (configuration not stated) | u | x
Cc1ccccc1OCCOC(=O)c1ccc(S(=O)(=O)N2CCCC2)cc1 | -6% | -5
O=P(c1ccc2c(c1)OCCO2)(N1CCOCC1)N1CCOCC1 | 13%[9.22 µM] | x
COc1ccc(O)c(-c2cc(-c3ccc(F)cc3)n[nH]2)c1 | u | x
O=C(COC(=O)[C@@H]1CCCN1S(=O)(=O)c1ccccc1F)Nc1ccc(OC(F)F)cc1 | u | x
COc1ccc(C(CC(=O)c2ccc(C)cc2)C(C#N)C#N)cc1OC (configuration not stated) | u | x

More compounds follow:
SMILES | Lipid storage S3 | Lipid storage S3 cell count max
CCOC(=O)c1cc(-c2ccccc2)sc1NC(=O)COC | 23% | 9
COC(=O)c1c(C)nn(-c2ccccc2)c1-n1cccc1 | u | x
O=C(C1CCCN(S(=O)(=O)c2cccc3nsnc23)C1)N1CC=C(c2ccccc2)CC1 (configuration not stated) | -16% | -18
O=c1c2ccccc2nc(/C=C/c2c[nH]c3ccccc23)n1-c1ccc([N+](=O)[O-])cc1 | u | x
O=[N+]([O-])c1ccc(SCCc2ccncc2)cc1 | 11%&-23% | 0&-19
CN(C(=O)CSc1nnc(NC2CCCCC2)s1)C1CCS(=O)(=O)C1 (configuration not stated) | u | x
CCC(=O)c1c[nH]c(C(=O)NCCCn2ccnc2)c1 | i | x
Cc1cc(Cl)cc(C)c1OCCCCN1CCOCC1 | u | x
O=C(CSc1ncc(-c2ccc(F)cc2)n1Cc1ccco1)Nc1nccs1 | 6%[9.22 µM] | x
CCOc1ccc(C(=O)OCC(=O)Nc2cccc(S(=O)(=O)N3CCCC3)c2)cc1 | i | -12
CC(C)OC(=O)CSc1ncnc2c1cnn2-c1ccccc1 | u | x
Fc1ccc(C2=CC(c3ccco3)n3ncnc3N2)cc1 (configuration not stated) | u | x
CC(=O)Nc1ccc2c(c1)CCCC2 | -1% | 8
Cc1ccc(S(=O)(=O)N2c3ccccc3OCC2c2ccccc2)cc1 (configuration not stated) | u | x
Cn1cc(Cl)cc(C(=O)Nc2ccccc2)c1=O | u | x
CC(=O)Nc1cccc(OCC(=O)NCCC2=CCCCC2)c1 | -15% | x
Cc1nc(C)c(NC(=O)OC(C)C)cc1NC(=O)OC(C)C | u | x
O=C(Nc1nc2ccc([N+](=O)[O-])cc2s1)c1ccncc1 | -16% | 1
CCCCNCc1ccc(SC)cc1 | -18% | -12
Cc1ccc(NC(=O)N/C=C/c2ccco2)cc1C | u | x
CCN(CC)C(=O)CC(c1ccc(OC)cc1)c1c(OC)cc(OC)c2ccc(=O)oc12 (configuration not stated) | 7% | 8
COc1ccc(CN2C(=O)c3cccnc3C2=O)cc1S(=O)(=O)N1CCOc2ccccc21 | u | x
O=C(CSc1nc2ccccc2c(=O)n1CCCO)Nc1ccc2c(c1)OCCO2 | u | x
CC1CC(Nc2ccccc2)=CC(=O)O1 (configuration not stated) | i | x
O=C(NC1CCCCC1)C(c1ccccc1F)N(Cc1ccco1)C(=O)c1ccccn1 (configuration not stated) | u | x

A section from the list above, as a working copy:
SMILES | Lipid storage S3 | Lipid storage S3 cell count max
CC1CC(Nc2ccccc2)=CC(=O)O1 (configuration not stated) | i | x
O=C(NC1CCCCC1)C(c1ccccc1F)N(Cc1ccco1)C(=O)c1ccccn1 (configuration not stated) | u | x

Remaining list, next part:
SMILES | Lipid storage S3 | Lipid storage S3 cell count max
O=C(NCC(O)c1ccccc1)c1ccccc1 (configuration not stated) | u | x
c1ccc(-c2nc3c(ccc4ccccc43)[nH]2)nc1 | -1% | -3
CSCCC(NC(=O)COc1ccccc1)C(=O)NCCOc1ccc(C)cc1 (configuration not stated) | i | -10
CCOc1ccc2nc(SCC(=O)NC3CCCc4ccccc43)sc2c1 (configuration not stated) | u | x
COc1ccc(NC(=O)Nc2ccc3c(c2)CCC3)cc1OC | 21% | 7
CC(=O)c1ccc(Nc2nc(NCCO)nc(OC(C(F)(F)F)C(F)(F)F)n2)cc1 | u | x
O=C(NC1CCCCCC1)C1CC(=O)N(Cc2ccccc2)C1 (configuration not stated) | 10% | 2
C=CCN(C(=O)CCC(=O)Nc1cc(C)on1)C(C(=O)NC(C)(C)C)c1ccc(OC)cc1 (configuration not stated) | u | x
CC(C)Oc1ccc(CNC(=O)CCCN2C(=O)C(c3ccccc3)Oc3cccnc32)cc1 (configuration not stated) | u | x
O=c1[nH]c2cc3c(cc2cc1C(c1nnnn1C1CCCC1)N1CCSCC1)OCCO3 (configuration not stated) | 3% | 10

16 entries from above, with two lines to a compound:
Screens in order – Lipid storage S3 | Lipid storage S3 cell count max
Cn1cc(Cl)cc(C(=O)Nc2ccccc2)c1=O
 : u | x
CC(=O)Nc1cccc(OCC(=O)NCCC2=CCCCC2)c1
 : -15% | x
Cc1nc(C)c(NC(=O)OC(C)C)cc1NC(=O)OC(C)C
 : u | x
O=C(Nc1nc2ccc([N+](=O)[O-])cc2s1)c1ccncc1
 : -16% | 1
CCCCNCc1ccc(SC)cc1
 : -18% | -12
Cc1ccc(NC(=O)N/C=C/c2ccco2)cc1C
 : u | x
CCN(CC)C(=O)CC(c1ccc(OC)cc1)c1c(OC)cc(OC)c2ccc(=O)oc12 (configuration not stated)
 : 7% | 8
COc1ccc(CN2C(=O)c3cccnc3C2=O)cc1S(=O)(=O)N1CCOc2ccccc21
 : u | x
O=C(CSc1nc2ccccc2c(=O)n1CCCO)Nc1ccc2c(c1)OCCO2
 : u | x
CC1CC(Nc2ccccc2)=CC(=O)O1 (configuration not stated)
 : i | x
O=C(NC1CCCCC1)C(c1ccccc1F)N(Cc1ccco1)C(=O)c1ccccn1 (configuration not stated)
 : u | x
O=C(NCC(O)c1ccccc1)c1ccccc1 (configuration not stated)
 : u | x
c1ccc(-c2nc3c(ccc4ccccc43)[nH]2)nc1
 : -1% | -3
CSCCC(NC(=O)COc1ccccc1)C(=O)NCCOc1ccc(C)cc1 (configuration not stated)
 : i | -10
CCOc1ccc2nc(SCC(=O)NC3CCCc4ccccc43)sc2c1 (configuration not stated)
 : u | x
COc1ccc(NC(=O)Nc2ccc3c(c2)CCC3)cc1OC
 : 21% | 7

Bioassay records: PubChem, National Center for Advancing Translational Sciences (NCATS)

These rows are one share of the data. The share of hits here may be higher or lower than overall.
